Rab9 prom act: qHTS Assay for Rab9 Promoter Activators. hit rate 2.8% among 320,000. Potency, µM (top dose mostly 9.22 µM), without a hit: at the top dose activation, negative = inhibition, actives largely listed as activators. Huh7 Rab9 promoter-luciferase reporter, luminescence, 24 h. AID 485297, 2010; note: potency is the fitted concentration of half-maximal effect; % of control where 0% means no effect; nearly all actives have a fitted effect of over 60% in size
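Luciferase signal after 10 min detection reagent at ambient indicates Rab9 promoter upregulation; stably transfected Huh7 cells were treated 24 h with compound in DMSO at 37 °C, 5% CO2.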
BRCA1 expr act: qHTS Assay to Identify Small Molecule Activators of BRCA1 Expression | MCF7-BRCA1-FFLuc reporter, luminescence, 48 h; response scale: scaled: vehicle 0%, 10 µM genistein 100% | Potency, µM (highest dose often 46.1 µM), for inactives: top-dose activation, hits mostly activators | hit rate 1.1% among 380,000 | AID 624202, 2012; note: potency is the fitted concentration of half-maximal effect; nearly all actives have a fitted effect of over 80% in size; some results filed as inactive show a strong effect at the top dose
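First, MCF7-BRCA1-FFLuc cells (2000/well) attach for 2 h; next, compounds are pin-added and incubated 48 h at 37 °C; finally, luciferase reagent is added and luminescence read after 15 min.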
FLuc counter: qHTS profiling assay for firefly luciferase inhibitor/activator using purifed enzyme and Km concentrations of substrates (counterscreen for miR-21 project) | Potency, µM (titrated, usually from 57.5 µM), for the others: top-dose activity change, negative = inhibition, actives largely listed as inhibitors | hit rate 6.9% among 360,000 | Luciferin 4-monooxygenase (Photinus pyralis), P08659 | purified FLuc, Km substrates, luminescence inhibition;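 note: potency is the fitted concentration of half-maximal effect; plate controls were vehicle for no effect and reference inhibitor for full effect; nearly all actives have a fitted effect of over 55% in size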
Target sequence (P08659 whole entry, looked up): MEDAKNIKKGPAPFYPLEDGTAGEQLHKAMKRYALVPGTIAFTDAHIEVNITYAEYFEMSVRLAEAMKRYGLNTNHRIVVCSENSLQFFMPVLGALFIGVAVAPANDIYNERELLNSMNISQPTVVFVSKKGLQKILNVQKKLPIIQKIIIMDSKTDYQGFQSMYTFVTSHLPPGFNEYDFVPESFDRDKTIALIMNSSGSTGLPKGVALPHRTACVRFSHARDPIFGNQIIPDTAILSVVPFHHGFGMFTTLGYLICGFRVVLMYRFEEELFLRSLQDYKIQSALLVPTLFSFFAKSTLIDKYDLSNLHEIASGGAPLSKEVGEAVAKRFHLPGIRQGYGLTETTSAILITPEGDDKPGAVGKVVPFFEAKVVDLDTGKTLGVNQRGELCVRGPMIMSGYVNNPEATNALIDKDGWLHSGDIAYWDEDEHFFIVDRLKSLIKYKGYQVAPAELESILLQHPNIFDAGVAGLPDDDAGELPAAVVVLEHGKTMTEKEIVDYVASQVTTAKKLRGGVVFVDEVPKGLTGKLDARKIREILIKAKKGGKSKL
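Biochemical qHTS of compounds, final roughly 60 µM downward over six points, against 10 nM purified firefly luciferase using Km concentrations of substrates (10 uM D-luciferin, 10 uM ATP) in Tris acetate pH 7.5 buffer; luminescence output.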
NPC1 promoter act: qHTS Assay for NPC1 Promoter Activators; Huh7 NPC1 promoter luciferase reporter, 24 h; Potency, µM (doses to about 9.22 µM), for the others: at the highest dose activation, usual class: activators; hit rate 2.4% among 320,000; AID 485313, 2010;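 note: potency is the fitted concentration of half-maximal effect; % of control where 0% means no effect; nearly all actives have a fitted effect of over 60% in size; reporter is driven by a mutant NPC1 promoter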
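NPC1 promoter–luciferase Huh7 cells; 24 h compound; luminescence.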
Tb PFK inh: qHTS Assay to Find Inhibitors of T. brucei phosphofructokinase. Potency, µM (top dose mostly 57.5 µM), without a hit: at the top dose activity, negative = inhibition, actives largely listed as inhibitors. ATP-dependent 6-phosphofructokinase (Trypanosoma brucei brucei), O15648. hit rate 0.17% among 330,000. AID 485367, 2010. T. brucei PFK, ADP-Glo luminescence;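 note: potency is the fitted concentration of half-maximal effect; 0% = uninhibited 1x PFK enzyme wells and -100% = no-enzyme wells; nearly all actives have a fitted effect of over 60% in size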
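Activity is normalized to no-enzyme wells (full inhibition) and 1.25 nM enzyme wells (no inhibition). Reaction: 0.5 mM F6P, 0.1 mM ATP, 45 min RT, ADP-Glo luminescence; concentration-response curves fitted and classed by quality.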
ELG1 DNA repair: qHTS screen for small molecules that inhibit ELG1-dependent DNA repair in human embryonic kidney (HEK293T) cells expressing luciferase-tagged ELG1. hit rate 2.3% among 330,000. Potency, µM (highest dose often 46.1 µM), for inactives: at the top dose activity change, negative = inhibition, hits mostly inhibitors. HEK293T ELG1-luciferase reporter, luminescence, 16 h; DNA damage induced by 5-fluorouridine. AID 504467, 2011; note: potency is the fitted concentration of half-maximal effect; % is set by controls: 0 for no effect and ±100 for the full control effect; nearly all actives have a fitted effect of over 55% in size
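Cells (2,000 per well) received 5-fluorouridine plus test compound or DMSO and were incubated 16 hr at 37 °C, 5% CO2. Luciferase activity was read by luminescence 30 min after ONE-Glo addition; signal suppression marked inhibition of damage-induced ELG1 function.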
ELG1 genotox: qHTS screen for small molecules that induce genotoxicity in human embryonic kidney (HEK293T) cells expressing luciferase-tagged ELG1; HEK293T ELG1-luciferase reporter, luminescence, 16 h; Potency, µM (highest dose often 46 µM), inactives show top-dose activity change, positive = activation, usual class: activators; hit rate 1.3% among 330,000; AID 504466, 2011; note: potency is the fitted concentration of half-maximal effect; % of control where 0% means no effect; nearly all actives have a fitted effect of over 60% in size
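Screening used a luciferase reporter fused to human ELG1 in HEK293T cells. Luminescence was read on a CCD plate imager after 16 hr exposure and 30 min ONE-Glo incubation.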
RORgamma inh: qHTS for inhibitors of ROR gamma transcriptional activity; Nuclear receptor ROR-gamma (Mus musculus), P51450; Drosophila S2 Gal4-RORgamma UAS-luciferase reporter, 20 h; Potency, µM (top dose mostly 53.6 µM), without a hit: at the highest dose activity change, negative = inhibition, usual class: inhibitors; hit rate 5.4% among 310,000; AID 2551, 2010; note: potency is the fitted concentration of half-maximal effect; % is set by controls: 0 for no effect and ±100 for the full control effect; nearly all actives have a fitted effect of over 60% in size
Target sequence (P51450 whole entry, looked up, the tested form may be a part): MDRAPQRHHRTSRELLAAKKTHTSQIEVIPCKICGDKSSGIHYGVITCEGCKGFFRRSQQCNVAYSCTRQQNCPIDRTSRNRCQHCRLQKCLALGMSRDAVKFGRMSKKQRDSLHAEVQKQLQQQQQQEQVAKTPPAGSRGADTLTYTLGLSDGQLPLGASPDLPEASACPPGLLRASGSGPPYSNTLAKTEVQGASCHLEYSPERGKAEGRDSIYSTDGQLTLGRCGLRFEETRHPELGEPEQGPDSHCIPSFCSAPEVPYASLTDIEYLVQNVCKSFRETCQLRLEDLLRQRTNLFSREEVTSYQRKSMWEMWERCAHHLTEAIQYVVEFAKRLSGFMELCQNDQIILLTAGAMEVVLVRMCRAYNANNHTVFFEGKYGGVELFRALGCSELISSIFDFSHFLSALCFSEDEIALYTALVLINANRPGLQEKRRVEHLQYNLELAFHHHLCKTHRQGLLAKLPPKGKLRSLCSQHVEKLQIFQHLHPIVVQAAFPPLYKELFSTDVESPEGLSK
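Using a luciferase readout, inhibitors were identified by reduced reporter activity in Drosophila cells coexpressing a copper-inducible Gal4–ROR gamma fusion and UAS-driven Photinus luciferase, incubated 20 hr after 700 uM copper sulfate.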
p53 reactivator: qHTS assay for re-activators of p53 using a Luc reporter. H1299 p53-A138V BP100-luciferase reporter, luminescence, 24 h. Potency, µM (doses to about 92.2 µM), inactives show top-dose activity change, positive = activation, most hits filed as activators. hit rate 0.063% among 320,000. AID 504706, 2011; note: potency is the fitted concentration of half-maximal effect; % of control where 0% means no effect; nearly all actives have a fitted effect of over 45% in size
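p53-null H1299 cells stably carrying temperature-sensitive p53-A138V and a BP100-luciferase reporter were pinned with compounds (4-point, 1:5 series) and held 24 hrs at 37 deg C. Luminescence was read 10 min after detection reagent.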
Gal4-VP16 FLuc: VP16 counterscreen qHTS for inhibitors of ROR gamma transcriptional activity; Drosophila S2 Gal4-VP16 UAS-luciferase, luminescence, 20 h; hit rate 3.5% among 310,000; Potency, µM (titrated, usually from 53.6 µM), for the others: at the highest dose activity, negative = inhibition, hits mostly inhibitors;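 note: Gal4-VP16 expression switched on by copper sulfate through the metallothionein promoter; potency is the fitted concentration of half-maximal effect; % is set by controls: 0 for no effect and ±100 for the full control effect; nearly all actives have a fitted effect of over 50% in size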
TRPV1 ag: HTS Assay for Compounds that Act as Agonists of the Vanilloid Receptor 1. TRPV1-expressing cells, Fluo-8 calcium influx, agonist mode. Transient receptor potential cation channel subfamily V member 1 (Homo sapiens), Q8NER1. activation, % at 8.33 µM. hit rate 0.19% among 320,000; in the data active = activation above about 80%; inconclusive = between about 30% and that limit; note: 0% is about no effect
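Fluo-8 calcium influx in TRPV1-expressing cells, kinetic read (ex 480/em 520 nm). Compound added and read 3 min for agonist activity, followed by capsaicin at EC20 final and 2 min further read for enhancement.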
* = called active by the depositor; u = inconclusive; x = not tested or not shown; & = joins results of further samples; [ ] = dose if it differs, or a comment. Unless noted, calls come from the whole dose curve; as a rule, active = well fitted curve in the direction sought with a large enough effect; inconclusive = small, poorly fitted or top-dose-only effect, or another doubt; inactive = no such curve, though single readings can be large; an effect the other way counts as inactive or inconclusive.

Structure | Rab9 prom act | BRCA1 expr act | FLuc counter | NPC1 promoter act | Tb PFK inh | ELG1 DNA repair | ELG1 genotox | RORgamma inh | p53 reactivator | Gal4-VP16 FLuc | TRPV1 ag
Cc1cc2oc(=O)cc(CN3CCC(C)CC3)c2c(C)c1Cl | u | 35% | u | 26% | 3% | u | u | -23% | 0% | 4% | 1
Cc1nc2c(C)cccn2c1C(=O)N/N=C/c1ccccc1[N+](=O)[O-] | 0% | 1% | 0% | 0% | 2% | 12% | 7% | 18% | 7% | -6% | 1
CCCn1c(C)cc(-c2csc(N)n2)c1C | 16% | -6% | u | 8% | 0% | 8% | 12% | -14% | -1% | 11% | -5
Cc1oc(/N=C/c2ccccc2O)c(C#N)c1C | 0% | -1% | -18% | -12% | 3% | -3% | 0% | 0% | 1% | -6% | 3
COC(=O)c1ccc(OCC(=O)c2ccccc2)cc1 | 3.2µM* | 11µM* | 7.6µM* | 3.2µM* | 2% | u | u | u | u | 2% | 17
CCCn1cnc2c(c1=O)c1nc3ccccc3nc1n2CCc1ccccc1 | -5% | 15% | 4% | 1% | -6% | -1% | -2% | -21% | 28% | -9% | 13
O=C(C1CCN(c2ccc(N3CCOCC3)nn2)CC1)N1CCc2ccccc2C1 | 8% | -3% | 1% | -2% | 3% | -16% | 2% | 24% | -5% | -1% | 0
NNC(=O)C1CCCn2c1nc1sc3c(c1c2=O)CCCC3 (configuration not stated) | -3% | -55% | -4% | 1% | 1% | -15% | 5% | 2% | 4% | -4% | 0
CC(C)CC(=O)N1CCN(Cc2ccccc2Br)CC1 | 1% | 0% | 1% | -6% | -3% | 6% | -7% | 0% | x | -6% | 12
CN1CCN(C(=O)Cn2ncc3c([nH]c4ccccc43)c2=O)CC1 | -1% | -1% | 1% | -3% | -1% | 14% | 1% | 5% | 4% | 0% | -5
COc1ccc(CNC(=O)C2CC(=O)N(c3ccc(OCC(=O)N4C(C)CCCC4C)cc3)C2)cc1 (configuration not stated) | 0% | -8% | u | 2% | 2% | -20% | 1% | u | 8% | 15% | -2
CCCCSc1nc2ccccc2n1CC(=O)O | -7% | -5% | -1% | -1% | 0% | 0% | 0% | -41% | 12% | -9% | -3
Cc1cc(C(=O)Nc2ccccc2C(=O)O)ccc1NC(=O)COc1ccccc1Cl | -5% | -1% | 0% | -6% | 1% | -2% | 0% | -12% | -4% | 2% | -1
CSc1nc2ccc(S(=O)(=O)Nc3c(C)n(C)n(-c4ccccc4)c3=O)cc2s1 | 2% | 1% | 1% | -2% | 0% | u | -21% | -1% | 2% | 7% | x
COC(=O)C1=C(C)NC(=O)NC1c1ccc(-c2ccc(Cl)cc2)o1 (configuration not stated) | 2% | -38% | 0% | -6% | 1% | u | -4% | -38% | 1% | -2% | 0
Cc1ccc(S(=O)(=O)N2CCCC2C(=O)NCc2ccccc2F)cc1 (configuration not stated) | -4% | -4% | -12% | -7% | -3% | -7% | -5% | -21% | -5% | 0% | 1

Only BRCA1 expr act and RORgamma inh (2 entries from above):
Compound	BRCA1 expr act	RORgamma inh
COc1ccc(CNC(=O)C2CC(=O)N(c3ccc(OCC(=O)N4C(C)CCCC4C)cc3)C2)cc1 (configuration not stated)	-8%	u
CCCCSc1nc2ccccc2n1CC(=O)O	-5%	-41%

The results go on.
Structure | Rab9 prom act | BRCA1 expr act | FLuc counter | NPC1 promoter act | Tb PFK inh | ELG1 DNA repair | ELG1 genotox | RORgamma inh | p53 reactivator | Gal4-VP16 FLuc | TRPV1 ag
Cc1nc2scc(C)n2c(=O)c1S(=O)(=O)NCc1ccccc1Cl | -14% | 6% | 2%&0% | -2% | -2% | 12% | -1% | u | 0% | -19% | 11
COCCn1nnnc1CN(CCc1ccc(OC)c(OC)c1)Cc1cc2ccc(C)cc2[nH]c1=O | -7% | -10% | 0% | 0% | 0% | u | 2% | -2% | -10% | -5% | 1
O=C(Nc1cccc2nsnc12)c1ccc2c(c1)OCCO2 | 3.5µM* | 58% | 11µM* | u | 0% | u | u | 1% | u | 0% | 13
CC1CCN(C(=O)c2[nH]cnc2C(=O)Nc2nccs2)CC1 | 1% | 10% | -12% | 3% | -4% | 15% | 4% | x | 0% | x | 4
CCC(NC(=O)c1ccccc1NC(=O)c1ccccc1)C(=O)NNC(=O)c1cccnc1 (configuration not stated) | 1% | -6% | 5% | 2% | -1% | 5% | 0% | -3% | -1% | -7% | x
COc1ccc(NS(=O)(=O)c2cc(N)ccc2N2CCOCC2)cc1 | -1% | -18% | 5% | -18% | -1% | -2% | 3% | 17% | 3% | -3% | 0
O=C(Nc1nn[nH]n1)c1cc(-c2ccc(Cl)c(Cl)c2Cl)nc2ccccc12 | 0% | 0% | -13% | 0% | -5% | -19% | 1% | -1% | 1% | -14% | 2
COc1ccc(CNC(=O)C(c2ccccc2F)N(C(=O)c2csnn2)C2CC2)cc1 (configuration not stated) | 1% | -26% | -5% | 5% | -3% | u | -6% | 20% | -1% | -4% | -1
O=S(=O)(Nc1nc(SCc2ccc(Cl)cc2)n[nH]1)c1ccccc1 | 2% | 40% | 4% | -6% | -6% | -1% | -4% | u | 5% | -13% | -8
COc1cccc(OC)c1OCC(O)CN1CCN(c2ccccc2)CC1 (configuration not stated) | 5% | 2% | 0% | 4% | 0% | -2% | 0% | -5% | -1% | -2% | 2
Cc1ccc(NC(=O)C2C(C(=O)O)C3C=CC2C32CC2)cc1 (configuration not stated) | 5% | 51% | u | -4% | 3% | u | 16% | -1% | 6% | -8% | -2
CC12C=CC3(CN(Cc4ccccc4)C(=O)C3C1C(=O)NC1CC1)O2 (configuration not stated) | 2% | 0% | 1% | 11% | 1% | 12% | -4% | 11% | 10% | -3% | -4
CCC(=O)Nc1cc(-c2nn3c(C)nnc3s2)ccc1C | 1% | -7% | 3% | 2% | -4% | 25% | 2% | -16% | 8% | -2% | -4
O=C(NCc1cccnc1)c1cnc2sccn2c1=O | -4% | -27% | 4% | -1% | -3% | 2% | 11% | -26% | -1% | 7% | 1
O/N=C/c1ccnc(SCc2ccccc2)n1 | 28% | u | u | 3% | 0% | u | u | 0.56µM* | -3% | 3.5µM* | x
COC(=O)c1ccc(COc2cc([N+](=O)[O-])cc3cccnc23)o1 | -1% | -14% | 21µM* | 0% | 0% | 12% | -2% | -20% | 2% | -13% | -3
COC(=O)CN1C(=O)COc2ccc(S(=O)(=O)NCc3ccc(F)cc3)cc21 | 0% | 5% | 2% | 0% | -4% | u | 0%[9.26 µM] | -12% | 2% | -1% | 13
CCOc1ccccc1NC(=O)N1CCCC1C(=O)Nc1ccc(NC(C)=O)cc1 (configuration not stated) | -1% | -24% | -2% | -5% | 1% | -10% | 7% | 5% | -2% | -8% | -3
COc1ccc(CC(=O)O/N=C(\N)Cc2ccc(OC)cc2)cc1 | -6% | 8% | 10% | -6% | -4% | -19% | 2% | 1% | -1% | -7% | u
CCn1cc(C(=O)N[C@H](C(=O)NCCCN2CCOCC2)C(C)C)c(=O)c2cc3c(cc21)OCO3 | 3% | 2% | 2% | -1% | -3% | 27% | 3% | -1% | 4% | -4% | -3
COc1ccccc1-n1c(O)c(C=NCc2ccccn2)c2ccccc2c1=O | 1% | -16% | 0% | -1% | -2% | u | 4% | -41% | -2% | -16% | 8
Cc1cccc(NC(=O)c2cnn(-c3ccc(F)cc3)c2C2CCNCC2)c1C | 0% | 1% | -2% | -4% | -6% | -8% | -3% | -11% | 13% | 7% | 3
CCN(CC)CCNCc1ccc(Br)cc1OCC(=O)NCc1ccccc1 | -3% | 1% | 3% | -1% | 3% | 4% | -6% | -2% | -9% | -4% | 3

High-throughput results deposited in PubChem by National Center for Advancing Translational Sciences (NCATS).
